VCAM1 TNFa inh: reduces TNF alpha induced VCAM1 expression in HUVEC. HUVEC TNFa-induced VCAM-1 immunofluorescence, high-content imaging. inhibition, % at 2 µM. hit rate 0.48% among 95,000. AID 802;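 active = inhibition above the batch mean plus 3 SD, with images confirmed as a hit by eye, cut at about 37% in these data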;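 also: 0% = TNF-stimulated DMSO wells and 100% = unstimulated control wells; not every result past the cut was called active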
Smad3 FoxH1 inh: inhibitors of human Smad3 transcription factor binding; P84022; TR-FRET Smad3/Dy647-FoxH1 peptide binding, europium anti-His; inhibition, % at 25 µM; hit rate 0.29% among 88,000;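 active = compounds that reduce the energy-transfer binding signal between the protein and its labelled peptide by more than half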;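 also: 0% = Smad3 plus labelled peptide maximal FRET and 100% = peptide-only background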
Target sequence (P84022 whole entry, looked up): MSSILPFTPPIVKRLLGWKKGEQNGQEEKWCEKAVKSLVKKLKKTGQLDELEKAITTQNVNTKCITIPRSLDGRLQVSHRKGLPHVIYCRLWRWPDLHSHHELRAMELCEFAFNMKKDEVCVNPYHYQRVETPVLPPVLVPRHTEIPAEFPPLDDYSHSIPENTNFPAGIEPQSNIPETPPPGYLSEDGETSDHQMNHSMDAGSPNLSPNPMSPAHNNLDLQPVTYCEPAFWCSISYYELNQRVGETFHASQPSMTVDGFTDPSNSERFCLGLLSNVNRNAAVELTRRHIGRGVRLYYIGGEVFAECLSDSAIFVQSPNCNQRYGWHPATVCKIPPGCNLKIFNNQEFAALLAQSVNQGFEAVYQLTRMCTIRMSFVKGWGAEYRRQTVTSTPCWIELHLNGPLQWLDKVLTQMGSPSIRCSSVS
Candida biofilm: kills Candida albicans biofilms | C. albicans biofilm + clotrimazole, Alamar Blue | inhibition, % at 6 µM | hit rate 0.14% among 85,000 | AID 834;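 active = inhibition above 20%; inactive = inhibition below 20%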;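 also: preformed 24 hr biofilms exposed to compound for 48 hr; 0% = biofilm without compound and 100% = blank killed by clotrimazole plus chlorhexidine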
ERb SRC1 inh: blocks coactivator binding to human estrogen receptor beta; TR-FRET ER-beta LBD / SRC1-Cy5 peptide binding; receptor agonist-loaded with 1 µM estradiol; hit rate 1.3% among 86,000; Q92731; inhibition, % at 25.6 µM;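 active = compounds whose percent inhibition of the receptor-coactivator binding signal exceeds about 50% in the single-dose screen, limit read from the data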;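 also: 0% = receptor plus peptide wells without compound and 100% = peptide-only wells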
Target sequence (Q92731 whole entry, looked up, the tested form may be a part): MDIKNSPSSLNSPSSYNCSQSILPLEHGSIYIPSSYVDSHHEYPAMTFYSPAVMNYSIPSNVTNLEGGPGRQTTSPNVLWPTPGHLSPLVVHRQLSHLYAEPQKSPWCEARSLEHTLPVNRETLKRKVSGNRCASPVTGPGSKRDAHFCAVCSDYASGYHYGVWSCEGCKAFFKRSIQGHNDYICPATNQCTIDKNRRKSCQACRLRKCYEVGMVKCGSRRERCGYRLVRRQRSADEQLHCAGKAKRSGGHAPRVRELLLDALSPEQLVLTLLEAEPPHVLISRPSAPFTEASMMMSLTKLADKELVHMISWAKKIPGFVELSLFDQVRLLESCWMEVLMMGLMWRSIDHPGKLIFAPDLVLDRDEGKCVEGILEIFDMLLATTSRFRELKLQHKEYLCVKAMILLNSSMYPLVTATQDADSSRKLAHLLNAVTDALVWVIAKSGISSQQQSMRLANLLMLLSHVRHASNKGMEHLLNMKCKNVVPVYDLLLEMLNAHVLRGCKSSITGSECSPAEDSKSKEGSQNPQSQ
HUVEC tox IL1B: HUVEC cytotoxicity counter-screen, IL-1B stimulated | HUVEC cell count loss, Hoechst imaging | cell count reduction, % at 2 µM | hit rate 0.41% among 94,000;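 active = cell count reduction more than 3 SD above the screen-wide mean, cut at about 70% in these data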;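 also: normalized per plate to untreated control cells as the no-loss baseline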
cytoskel mod: alters cytoskeleton assembly in HUVEC cells; HUVEC TNFa F-actin phalloidin imaging, high content; inhibition, % at 2 µM; hit rate 0.18% among 91,000;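 active = inhibition above the batch mean plus 3 SD and confirmed as a hit by visual image inspection, cut at about 30% in these data, passing the limit was not always enough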; also: strong numbers were not always called active
sEH inh: blocks human soluble epoxide hydrolase activity | P34913 | recombinant human sEH enzymatic activity assay | inhibition, % at 2 µM | hit rate 0.34% among 91,000 | AID 707; in the data active = inhibition above about 80%; also: values of inactives mirror those of a sister screen read the other way; many of its hits are not listed in these tables
HUVEC tox TNFa: toxic to HUVEC cells under TNF alpha stimulation | AID 848 | cell count reduction, % at 2 µM | hit rate 0.17% among 93,000 | HUVEC TNFalpha-stimulated, Hoechst cell count, imaging;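 active = cell count reduction exceeding the screen mean by over 5 SD, scaled to untreated wells per plate, cut at about 78% in these data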;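 also: cells counted after 24 h of TNF alpha exposure following the 1 h pretreatment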
sEH act: activators of human soluble epoxide hydrolase; P34913; purified human sEH enzymatic activity, activator screen; activation, % at 2 µM; hit rate 0.04% among 91,000; in the data active = activation above about 37%; also: values of inactives mirror those of a sister screen read the other way
Active calls of the source: *; · = no result given; [ ] = another dose, or the depositor's remark.

Values in the order – VCAM1 TNFa inh, Smad3 FoxH1 inh, Candida biofilm, ERb SRC1 inh, HUVEC tox IL1B, cytoskel mod, sEH inh, HUVEC tox TNFa, sEH act
- COc1cc(C2C(C(=O)c3ccco3)=C(O)C(=O)N2c2cc(C)on2)cc(Br)c1O (stereo unspecified)
  19, -2, 0, 25[fluorescence artefact?], -12, 2, 5, 14, -2
- Cc1ccc(N=CC2=C(O)CC(c3ccco3)CC2=O)cc1 (stereo unspecified)
  12, 6, 10, -12, 3, 11, 6, -22, -7
- N#Cc1ccc(Oc2cccnc2)cc1C#N
  8, 11, 3, 0, -21, -9, 4, -12, -6
- Cc1cc(NC(=O)CCc2ccc(S(=O)(=O)N3CCOCC3)cc2)n(-c2ccccc2)n1
  ·, -7, -2, 3[fluorescence artefact?], 18, ·, -2, ·, 1
- COC(=O)c1cccc(-n2[nH]nnc2=S)c1
  -8, -7, -4, -10, -4, 6, -15, 0, 17
- O=C(c1ccccc1Br)N1CCN(c2ccccc2)CC1
  -5, -5, 3, -11, -26, 2, 8, 2, -5
- CCN(CC)C(=O)c1cc2cc(Br)ccc2oc1=O
  4, 6, 4, 0, -12, 25, 9, -33, -7
- CCc1ccc(NC(=O)C2(c3ccccc3)CC2(Cl)Cl)cc1 (stereo unspecified)
  25, ·, ·, ·, -4, -6, 9, -9, -8
- COC(=O)c1[nH]c2cc(C)ccc2c1NC(=O)CN1CCN(c2ccccc2OC)CC1
  2, ·, ·, ·, -13, 3, -5, -16, 5
- Cc1ccc(Cn2c(N)c(S(=O)(=O)c3cccs3)c3nc4ccccc4nc32)cc1
  22, ·, ·, ·, 2, 1, 30, -19, -29
- C1CCC(n2nnnc2CN2CCCC2)CC1
  -2, -6, 4, 0, -2, 12, 0, -16, -2
- CCC(=O)N1c2ccccc2NC2=C(C(=O)CCC2)C1c1ccccc1 (stereo unspecified)
  -10, 0, 6, 6, -106, 1, -8, -5, 7
- CCSc1nc(C2CC2)cc(-c2ccco2)c1C#N
  -15, 0, 5, 13, -7, -2, 5, -1, -3
- CCOc1ccccc1NC(=O)N1CCC(c2nc3ccccc3[nH]2)CC1
  -11, 14, 7, 5[fluorescence artefact?], -62, -13, 2, -23, -4
- COc1ccccc1-c1cc(C(F)(F)F)nc(N2CCCC2)n1
  -17, -4, -2, -2, -23, -10, ·, -23, ·
- O=C(C1CCN(C2CC(=O)N(c3ccc(Cl)cc3)C2=O)CC1)N1CCOCC1 (stereo unspecified)
  -8, -6, 7, 4[fluorescence artefact?], -3, 2, -10, -30, 11
- O=C(Nc1ccc(F)cc1)C(c1ccccc1)N1CCN(C(=O)c2ccco2)CC1 (stereo unspecified)
  4, ·, ·, ·, 4, -9, 8, -18, -6
- CCOc1ccccc1NC(=O)c1cc(S(=O)(=O)N2CCC3(CC2)OCCO3)ccc1F
  -3, -4, -3, -11, 20, 16, -6, -6, 5
- NS(=O)(=O)c1cccnc1Nc1cccc(Cl)c1
  -4, ·, ·, ·, 10, 20, 1, -49, 2
- ON1C2CCCCC2N(O)C1c1ccccc1C(F)(F)F (stereo unspecified)
  -2, 8, 3, -8, 1, ·, -5, -12, 2
- COc1ccc(-c2csc(N3C(=N)SCC3=O)n2)cc1
  -4, ·, ·, ·, ·, ·, -18, -11, 15
- O=C(Nc1nnc(-c2ccc3c(c2)CCCC3)o1)c1ccccc1Cl
  11, -7, 1, -6, 27, -3, 6, -6, -2
- COC(=O)c1ccc(COc2ccccc2/C=N/NS(=O)(=O)c2ccc(C)cc2)cc1
  13, ·, ·, ·, -29, 26, 15, -13, -14
- Cn1c(C(=O)NCCCN2CCc3ccccc3C2)cc2c(=O)n(C)c3ccccc3c21
  4, -6, 9, 4, 9, 0, 10, -12, -11
- COc1ccc(C(=O)NNC(=S)NC(=O)c2cc(-c3ccccc3)nc3ccccc23)cc1
  -1, ·, ·, ·, 17, 32, 8, -28, -2
- Cc1ccc(-c2n[nH]c(=O)c3ccccc23)cc1S(=O)(=O)N(C)CCO
  -1, -15, -1, 6, -12, -5, -2, -11, 0
- O=C(CSC1=NCCS1)Nc1nc(-c2ccccc2)cs1
  1, 4, 6, -8, 20, 57, -11, -27, 9
- CSC1=NCCN1C(=O)C(C)(C)Oc1ccc(Cl)cc1
  9, 11, 1, -11, 6, -4, 0, 62, -1
- COc1ccccc1-n1c(CNc2ccc(F)cc2)nnc1SCC(=O)Nc1cc(C)on1
  -16, -2, 8, 3[fluorescence artefact?], 32, 1, 2, 17, -2
- Cc1cccc(NS(=O)(=O)c2cc(C(=O)NCCC3=CCCCC3)ccc2Cl)c1
  16, ·, ·, ·, -15, 9, 61, -31, -60

Values in the order – VCAM1 TNFa inh, Smad3 FoxH1 inh, Candida biofilm, ERb SRC1 inh, HUVEC tox IL1B, cytoskel mod, sEH inh, HUVEC tox TNFa, sEH act
- Cc1cccc(C)c1NC(=O)CSc1nnc([C@H](C)NC(=O)OC(C)(C)C)o1
  7, -1, 6, -4, -35, -40, 9, -14, -8
- COc1ccc(C2C3=C(N=C4SCC(=O)N42)c2ccccc2CC3)cc1 (stereo unspecified)
  -13, -4, -4, -9, -22, 0, -1, -20, 2
- CC(NC(=O)c1ccc(NS(C)(=O)=O)cc1)c1ccccc1 (stereo unspecified)
  -15, -8, 10, -4, -19, 9, 10, -18, -8
- CCN(CC)CCN=C1CCCc2ccccc2N1
  15, 1, 6, -1[fluorescence artefact?], -6, 11, 10, 3, -10
- NC(=O)C1CCN(C(=O)Cn2cccc2C(=O)c2ccccc2)CC1
  1, 1, 3, -5, 10, 0, -14, -4, 12
- CCN(C(=O)CN1CCN(c2ccccc2O)CC1)c1c(N)n(Cc2ccccc2)c(=O)[nH]c1=O
  5, 11, 3, 36, -8, 6, 6, 9, -8
- CCN(CC)S(=O)(=O)c1cccc(-c2nnc(SCCCC(=O)c3ccc(F)cc3)o2)c1
  14, -5, 8, 27[fluorescence artefact?], -2, 3, 36, -1, -35
- O=c1o[nH]c(-c2ccccc2)c1C1=NCCCCC1
  ·, 14, -1, 1, 2, ·, 8, ·, -6
- C/C(NCCCn1ccnc1)=C(\C#N)C(N)=O
  4, -5, ·, 0, -74, 19, -28, -14, 26
- COc1cc([N+](=O)[O-])ccc1NC(=O)C[n+]1ccccc1C
  8, ·, ·, ·, -25, 4, 9, -23, -9
- C=CCNC(=O)c1c(-c2c(F)cccc2Cl)noc1C
  -5, 3, 4, 8, -10, ·, 0, -59, -2
- CCN(CC)C(=O)n1nc(C)c(CN2C(=O)c3ccccc3C2=O)c1C
  11, 6, 6, 4, ·, 21, -14, -23, 15
- CC(C)(O)P(C)(=O)c1ccccc1 (stereo unspecified)
  12, 4, 1, 8, 5, ·, -3, -17, 4
- CCCCCC1CC(=O)N(Cc2ccccc2)C(=O)N1 (stereo unspecified)
  16, 10[fluorescence artefact?], 9, -10, 6, 22, -6, 12, 5
- CC(C)OC(=O)CSc1nnc(-c2cccnc2)n1N
  3, 7, 5, -8[fluorescence artefact?], -12, 4, 3, 4, -4
- CCCC(=O)NC(Nc1ccc(S(=O)(=O)Nc2ncccn2)cc1)(C(=O)OCC)C(F)(F)F (stereo unspecified)
  -4, -7, 8, -1[fluorescence artefact?], -20, 17, 3, -9, -4
- CN1c2ccccc2-c2nc3ccccc3n2C1c1ccccn1 (stereo unspecified)
  12, -6, 4, -24, 14, 16, ·, -36, ·
- Cc1c(NC(=O)C2CCCN(S(=O)(=O)c3cnc[nH]3)C2)c(=O)n(-c2ccccc2)n1C (stereo unspecified)
  7, -3, 11, 22, -12, 10, ·, -45, ·
- COc1ccc(CCNc2ccncn2)cc1
  10, -18, 3, -6, -13, -9, 6, -3, -4
- CCS(=O)(=O)N1CCC(C(=O)NC2CCCCCCC2)CC1
  4, -11, -1, -5[fluorescence artefact?], 13, 0, 57, -6, -56
- C=CCn1c(COc2ccccc2)nnc1SCC(=O)N/N=C/c1cc(Cl)ccc1O
  5, ·, ·, ·, -14, -22, -9, 6, 12
- Cn1c(C(F)(F)F)nc2c(=O)oc3ccccc3c21
  -2, -4, 7, 8, -19, 5, -1, -20, 2
- CCOC(=O)c1[nH]c(C)c(/C(O)=C2\C(=O)C(=O)N(CCCN3CCOCC3)C2c2cccnc2)c1C (stereo unspecified)
  -9, -4, 7, -8, 4, 5, 4, -28, -5
- COC(=O)c1cccc(N(C(=O)c2ccco2)C(C(=O)NC2CCCC2)c2ccco2)c1 (stereo unspecified)
  -13, -4, 1, -14, -15, -23, 2, 1, 1
- COCCNC(=O)NC(=O)COC(=O)Cc1ccc2c(c1)OCCO2
  -2, -12, -4, 4, -32, 21, -10, -7, 9
- CCCCn1c(NCCN(C)C)nc2c1c(=O)[nH]c(=O)n2C
  8, 10[fluorescence artefact?], 9, 0, -12, -36, 22, 2, -23
- COc1ccc(C2Nc3ccccc3C(=O)N2c2ccc(C)cc2)cc1Cn1cc([N+](=O)[O-])cn1 (stereo unspecified)
  -8, ·, ·, ·, -5, 17, 6, ·, -4
- O=C(Nc1cc(Cl)ccc1O)c1cc2n(n1)C(C(F)(F)F)CC(c1ccc3c(c1)OCO3)N2 (stereo unspecified)
  18, 8, 7, 1, -23, 11, 3, -30, -3
- COc1ccc(N2CCN(c3oc(COc4ccc(Cl)cc4Cl)nc3C#N)CC2)cc1
  -24, 3, 8, 1, -15, -13, 4, -29, -5
- CN(C)C(=O)Cn1c(=O)n(C)c2ccccc21
  -6, -11, 6, 11, -68, ·, 3, -37, -1

Three structures already listed, arranged by heavy-atom count, descending:
Values in the order – VCAM1 TNFa inh, Smad3 FoxH1 inh, Candida biofilm, ERb SRC1 inh, HUVEC tox IL1B, cytoskel mod, sEH inh, HUVEC tox TNFa, sEH act
- O=C(C1CCN(C2CC(=O)N(c3ccc(Cl)cc3)C2=O)CC1)N1CCOCC1 (stereo unspecified)
  -8, -6, 7, 4[fluorescence artefact?], -3, 2, -10, -30, 11
- CCC(=O)N1c2ccccc2NC2=C(C(=O)CCC2)C1c1ccccc1 (stereo unspecified)
  -10, 0, 6, 6, -106, 1, -8, -5, 7
- O=c1o[nH]c(-c2ccccc2)c1C1=NCCCCC1
  ·, 14, -1, 1, 2, ·, 8, ·, -6

(list continues)
Values in the order – VCAM1 TNFa inh, Smad3 FoxH1 inh, Candida biofilm, ERb SRC1 inh, HUVEC tox IL1B, cytoskel mod, sEH inh, HUVEC tox TNFa, sEH act
- CCOc1ccc2[nH]c(=O)c(C(c3nnnn3Cc3ccco3)N3CCC(C)CC3)cc2c1 (stereo unspecified)
  19, 5, 3, 0, 0, 3, -7, -5, 11
- Cc1c(N2C(=O)c3ccccc3C2=O)c(=O)n(-c2ccccc2)n1C
  -1, 0, -5, -2, ·, 9, ·, 5, ·
- COc1ccccc1/C=C1\SC(=S)N(Nc2nc(C)cc(C)n2)C1=O
  4, ·, ·, ·, -1, 12, 21, 1, -20
- OCCNc1nc2ccccc2[nH]1
  13, 4, 5, -1, -14, 45, -12, -40, 11
- CC(C)OC(=O)CSc1nnc(CNc2cccc(Cl)c2)n1C
  -15, 8, 4, -2, -40, -10, 13, ·, -11
- COc1ccccc1-c1cc(C(=O)Nc2cc(C)on2)no1
  -6, 15[fluorescence artefact?], 6, 5, 4, 8, 10, 0, -10

Compound activity from PubChem BioAssay.

The list is partial. The share of hits here may be higher or lower than overall.
